High-throughput results deposited in PubChem BioAssay by National Center for Advancing Translational Sciences (NCATS).
Tb PYK inh – T. brucei pyruvate kinase inhibition; Q57TT1; TbPYK enzyme, Kinase-Glo Plus ATP luminescence, 45 min; AID 624173; Potency, µM (titrated, usually from 76.8 µM), without a hit: top-dose activity, negative = inhibition, most hits filed as inhibitors; actives 0.12% (n = 410,000); active = well fitted inhibition curve with a large enough effect; note: nearly all actives have a fitted effect of over 50% in size
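Activity of T. brucei pyruvate kinase was followed by Kinase-Glo Plus luminescence after the enzyme reacted 45 min at room temperature with 130 uM ADP (final) and substrate. Test compounds were added before ADP at multiple concentrations.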
An asterisk follows results filed as active; [ ] = remark or other dose. % is set by controls: 0 for no effect and ±100 for the full control effect; potency is the fitted concentration of half-maximal effect. These rows are one share of the data; rates above refer to the full screens.

SMILES	Tb PYK inh
CCOc1ccc(NC(=O)c2ccc(-c3cccc(Cl)c3C)o2)cc1	-6.1%
CN(C)c1ccc(CNC(=O)c2cccc(NC(=O)N3CCSc4ncccc43)c2)cc1	7.9%
COc1ccc(CN2C(=O)C(CC(=O)NCCCN(C)C)CC(C(=O)N(C)C)=C2C)cc1 (stereo unspecified)	-1.1%
Cc1ccc(NC2(c3ccccc3)C(=O)c3ccccc3C2=O)cc1F	-2.8%
CCC(=O)N1CCc2cc(S(=O)(=O)NC(Cc3ccccc3)C(=O)NCc3ccccc3OC)ccc21 (stereo unspecified)	1.0%
COc1cc(F)ccc1-c1cc(C(=O)NCc2cc(C(F)(F)F)cc(C(F)(F)F)c2)[nH]n1	-2.5%
Cc1ccc(C)c(NC(=O)C2CCCN(c3nc4ccccc4s3)C2)c1 (stereo unspecified)	1.0%
COC(=O)c1sc2c(c1C)c(=O)n(-c1ccccc1)c(=O)n2CC(=O)Nc1cccc(C)c1	-7.3%
O=C(c1cccc(F)c1)N1CCC2(CC1)CCN(C(c1ccccc1)c1ccccc1)CC2	-7.7%
O=C(Cn1c(SCC(=O)Nc2ccc(F)cc2)nc2ccccc21)NCc1ccc(F)cc1	2.5%
COc1ccc(COC[B-](F)(F)F)cc1	-4.3%
COc1ccc(NC(=O)CC2C(=O)N(c3ccc(C)cc3)C(=O)N2C2CCCC2)cc1 (stereo unspecified)	4.3%

The final 4 compounds of the part before come first, to join the parts:
SMILES	Tb PYK inh
O=C(c1cccc(F)c1)N1CCC2(CC1)CCN(C(c1ccccc1)c1ccccc1)CC2	-7.7%
O=C(Cn1c(SCC(=O)Nc2ccc(F)cc2)nc2ccccc21)NCc1ccc(F)cc1	2.5%
COc1ccc(COC[B-](F)(F)F)cc1	-4.3%
COc1ccc(NC(=O)CC2C(=O)N(c3ccc(C)cc3)C(=O)N2C2CCCC2)cc1 (stereo unspecified)	4.3%
CC(C)(CC(=O)NCc1ccc(Cl)cc1Cl)CC1=NS(=O)(=O)c2ccccc2N1	-5.7%
C=C[C@]1(C)C[C@@H](OC(=O)CO)[C@]2(C)C(C)CC[C@]3(CCC(=O)[C@H]32)[C@@H](C)[C@@H]1O (stereo partly specified)	2.8%
CC(C)CCN(C(=O)Nc1ccc(Cl)c(Cl)c1)C(C)c1cccs1 (stereo unspecified)	-5.4%
COc1ccc2cc(CNc3ccc(OC)c(OC)c3)c(=O)n(CC(=O)Nc3ccccc3F)c2c1	-9.7%
Cc1ccc2[nH]c3c(=O)n(CC(=O)N4CCN(c5ccccc5F)CC4)ncc3c2c1	-1.9%
CCOc1ccccc1NC(=O)c1c(NC(=O)COc2ccccc2)sc2c1CCCCC2	0.0%
COCc1cccc(-c2csc(C(O)c3ccc(F)c(F)c3)n2)c1 (stereo unspecified)	1.8%
Cc1cccc(C(=O)Nc2ccc3oc(-c4ccncc4)nc3c2)c1	1.5%
Cc1cccc(NC(=O)C2CCN(S(=O)(=O)c3cccc4nsnc34)CC2)c1C	-0.6%
CC(C)CCNC(=O)Cn1nc(N2CCN(c3ccccc3)CC2)ccc1=O	2.6%
CCc1ccccc1NC(=O)Cc1ccc(NC(=O)N2CCCCc3ccccc32)cc1	0.0%
O=C(Cn1nc(-c2ccccc2)c2cnc3ccc(F)cc3c21)NC1CCCC1	2.0%
CCc1cccc(C)c1NC(=O)C1CCCN1S(=O)(=O)c1cccc2nsnc12 (stereo unspecified)	-6.2%
Cc1ncc(C(=O)O)n1C(C)c1ccccc1 (stereo unspecified)	-5.3%
CC(C)(C)NC(=O)CCSc1nc(-c2ccc3c(c2)OCO3)cc(C(F)(F)F)n1	-0.8%
COC(=O)c1ccccc1COc1cccn2c(N(C)Cc3cccs3)c(C)nc12	-5.0%
CCn1c(=O)cc(OCC(=O)N2CCN(c3ccc(C(C)=O)cc3)CC2)c2ccccc21	5.8%
O=C(Nc1cccc(C(F)(F)F)c1)c1cc2ccc3cccnc3c2[nH]1	-4.8%
Cc1cccc(CNC(=O)c2cnc3sc(N4CCCCCC4)nn3c2=O)c1	5.5%
Oc1c(C(c2ccccc2F)N2CCN(c3ccccc3F)CC2)sc2nc(-c3ccco3)nn12 (stereo unspecified)	2.4%
COCCCn1c(SCC(=O)Nc2ccc(F)cc2)nc2c(sc3ccccc32)c1=O	1.7%
CCOc1ccc(-c2cc(C(=O)NCc3ccccc3)c3c(-c4ccc(CC)cc4)[nH]nc3n2)cc1	-2.9%
CCNC(=O)C1(C)CCN(C(=O)c2ccccc2C(F)(F)F)C1 (stereo unspecified)	-2.1%
COc1ccc(-c2noc(CCC(=O)N(C)c3ccccc3C)n2)cc1	7.6%

Continued, overlapping the part above by three compounds.
SMILES	Tb PYK inh
CCOc1ccc(-c2cc(C(=O)NCc3ccccc3)c3c(-c4ccc(CC)cc4)[nH]nc3n2)cc1	-2.9%
CCNC(=O)C1(C)CCN(C(=O)c2ccccc2C(F)(F)F)C1 (stereo unspecified)	-2.1%
COc1ccc(-c2noc(CCC(=O)N(C)c3ccccc3C)n2)cc1	7.6%
COc1cc(NS(=O)(=O)c2cc(Br)cc3c2N(C(=O)C2CC2)CC3)cc(OC)c1	1.2%
COc1ccc(OC)c(NC(=O)COC(=O)c2ccc(S(=O)(=O)N3CCCCC3)cc2)c1	-10.2%
COCC1=C(C(=O)OC(C)OC(=O)OC(C)C)N2C(=O)C(NC(=O)/C(=N\OC)c3csc(N)n3)C2SC1 (stereo unspecified)	-3.1%
COc1ccc(OC(=O)c2nc(SCc3ccc(C)cc3)ncc2Cl)cc1	-1.8%
COC(=O)C(CCC(=O)CN1C(=O)c2ccccc2C1=O)N1C(=O)c2ccccc2C1=O (stereo unspecified)	-9.1%
C[C@H]1CN([C@@H](C)CO)C(=O)CCCn2nncc2CO[C@@H]1CN(C)Cc1ccc(Cl)c(Cl)c1	-3.3%
COCOCCn1cc(CN2CCS(=O)(=O)N(Cc3ccc(-c4ccncc4)cc3)C(C)C2=O)nn1 (stereo unspecified)	-5.8%
CC(C)CC(NS(=O)(=O)c1ccc2c(c1)oc(=O)n2C)C(=O)NCc1ccccc1Cl (stereo unspecified)	5.7%
COC(=O)c1ccc(NC(=O)CN(C)S(=O)(=O)c2ccc(Br)s2)cc1	2.7%
CCCCCC(=O)N1C[C@H](n2cc(C3CC3)nn2)[C@@H](O)C[C@@H]1c1ccc(C)cc1	-4.0%
COCC(C)NS(=O)(=O)c1ccc(N2CCCCS2(=O)=O)cc1 (stereo unspecified)	-3.3%
Cc1ccc(Cl)cc1Nc1nn2c(=O)c3ccc(C(=O)NC4CCCCC4)cc3nc2s1	-3.0%
COc1ccc2[nH]cc(CCN(C(C)C)C(C)C)c2c1	-8.4%[157 µM]
COc1cccc(C(O)c2nc(-c3ccccc3)cs2)c1 (stereo unspecified)	-10.3%
O=C(CSc1nc2c(c(=O)[nH]1)CCC2)Nc1cccc(O)c1	-5.2%
COC(=O)c1cc2oc3ccccc3c2n1Cc1nc(-c2ccc(OC)cc2)oc1C	0.2%
COc1ccccc1NC(=O)c1nn(C)c2c1CS(=O)(=O)c1ccccc1-2	2.0%
CCN(Cc1nc(-c2ccc(OC)c(OC)c2)no1)S(=O)(=O)c1ccc(OC)cc1	1.0%
CCOC(=O)c1c(Nc2ccc(F)cc2)nnc(-c2ccccc2)c1-c1ccccc1	-3.8%
O=C(Nc1cccc(F)c1)c1cnc2sc(N3CCCC3)nn2c1=O	-0.1%
CCS(=O)(=O)N1CCc2cc(C(=O)Nc3ccc(OC)c(Cl)c3)ccc21	-8.0%
COCOCCn1cc(CN2CCS(=O)(=O)N(Cc3ccc(-c4ccc(C)cc4)cc3)C(C)C2=O)nn1 (stereo unspecified)	-10.9%
CCN(CC)CCNC(=O)C(=O)Nc1c2c(nn1-c1ccc(F)cc1)CSC2	1.1%
CCCCC(=O)Nc1nnc(S(=O)(=O)N(CC)c2cc(C)cc(C)c2)s1	1.0%
CN(Cc1ccccn1)C(=O)c1cc(COc2ccc(F)c(F)c2)on1	-3.0%
CCCCC(=O)NC1CC(=O)N(c2ccc3c(c2)OCCO3)C1 (stereo unspecified)	5.8%
CCCCn1c(COc2cccc(OC)c2)nc2ccccc21	1.7%
CCOc1ccccc1NC(=O)c1cc2cc3cc(C)ccc3nc2s1	1.4%
COc1cc(-c2coc3c(C(=O)NCc4ccc(OC)c(OC)c4)cccc23)ccc1O	-17.6%
CCN(CC)c1cc(C)c2cc(NC(=O)/C=C/c3ccc(C)cc3)ccc2n1	-0.5%
COc1ccc(Cc2c(-c3ccc(F)cc3)nc3c4ccccc4ccn23)c(C)c1	1.4%
Cc1cc(N2CCN(C(=O)c3[nH]c(C(F)(F)F)nc3-c3ccccc3)CC2)c2ccccc2n1	1.1%
COc1ncnc2c1ncn2CCCN1CCN(C(=O)C2CC2)CC1	-0.3%
Cc1cc(-c2ccc(C)c(S(=O)(=O)NCc3ccc(Cl)cc3)c2)on1	-8.4%
COCCn1c(SCC(=O)Nc2cc(C)on2)nc2c([nH]c3ccccc32)c1=O	4.7%
COc1ccc(/C=C(\NC(=O)c2ccccc2)C(=O)NC2CCCCC2)cc1	9.4%
CCCCC1Cc2[nH][nH]c(=O)c2C(c2ccc(Cl)cc2)O1 (stereo unspecified)	-0.9%
O=C(NCc1ccccc1Cl)c1ccc(-n2cnc3cccnc32)cc1	0.2%
C[C@@H]1CN([C@@H](C)CO)C(=O)CCCn2nncc2CO[C@@H]1CN(C)C(=O)NC1CCCCC1	-9.0%
CCCCNC(=O)CCSc1nc(-c2ccc3c(c2)OCO3)cc(C(F)(F)F)n1	-3.9%
O=C(CSc1c2c(nc3ccccc13)CCC2)Nc1ccc(F)cc1	-5.2%
O=C(c1ccc([N+](=O)[O-])s1)N1CCN(c2ncccn2)CC1	4.6%
CC1(C)CC(=O)C=C(c2ccc(COC(=O)c3cc(F)cc(F)c3)cc2)C1=O	-3.0%
CCOc1ccccc1CNC(=O)c1cc2cc(S(=O)(=O)N3CCCCC3)ccc2n1C	1.0%
CCCc1cc(=O)[nH]c2nnc(SC(C)CC)n12 (stereo unspecified)	-10.3%
CCC(=O)N1CCCC1(C)C(=O)Nc1cccc(Oc2ccccc2)c1 (stereo unspecified)	3.8%
CN1C(=O)C(C)(C)c2cc(S(=O)(=O)N3CCCC3C(=O)Nc3ccc(F)cc3)ccc21 (stereo unspecified)	-7.8%
Fc1cccc(Cc2c(C3CCCCC3)nc3ccc(Br)cn23)c1	3.6%

By substructure, the compounds so far with a furan ring, fused or not.
SMILES	Tb PYK inh
CCOc1ccc(NC(=O)c2ccc(-c3cccc(Cl)c3C)o2)cc1	-6.1%
Oc1c(C(c2ccccc2F)N2CCN(c3ccccc3F)CC2)sc2nc(-c3ccco3)nn12 (stereo unspecified)	2.4%
COC(=O)c1cc2oc3ccccc3c2n1Cc1nc(-c2ccc(OC)cc2)oc1C	0.2%
COc1cc(-c2coc3c(C(=O)NCc4ccc(OC)c(OC)c4)cccc23)ccc1O	-17.6%

Next part
SMILES	Tb PYK inh
CCOC(=O)c1ccc(NS(=O)(=O)c2ccc3[nH]c4c(c3c2)CCCCC4)cc1	3.6%
COC(=O)[C@@]1(Cc2ccc(F)cc2)[C@H]2c3cc(C(=O)N(C)C)n(C)c3C[C@H]2CN1C(=O)c1ccccc1	-4.8%
CCOc1ccc(NS(=O)(=O)c2ccc(C(=O)NCC(c3ccco3)N3CCCCC3)cc2)cc1 (stereo unspecified)	2.1%
CCOc1ccc(NC(=O)CSc2nc3ccsc3c(=O)n2Cc2ccc(C(=O)O)cc2)cc1	-8.1%
CC(=O)c1ccc(NC(=O)CSc2nc3c(=O)n(C)c(=O)n(C)c3n2C)cc1	2.7%
Cc1ccc(-n2nnc(-c3nsc(NC(=O)c4cccc(Cl)c4)n3)c2C)cc1C	-2.4%
COC(=O)c1ccccc1NC(=O)Cc1nc(-c2ccc(OC)cc2)no1	0.1%
CC1CCN(S(=O)(=O)c2ccc3c(c2)N(CC(=O)NCC(C)c2ccccc2)C(=O)CO3)CC1 (stereo unspecified)	-1.6%
CCc1nc(SCc2cc(=O)c3cc(C)ccc3[nH]2)n[nH]1	0.1%
C[C@@H]1CN([C@H](C)CO)C(=O)CCCn2cc(nn2)CO[C@H]1CN(C)S(=O)(=O)c1ccc(-n2cccn2)cc1	3.9%
CC(C)[C@@H]1Cc2[nH]c(=S)[nH]c(=O)c2[C@H](CCc2ccccc2)O1	-1.1%
O=C(c1ccc(Cl)cc1)c1cn(Cc2ccccc2)c2cc3c(cc2c1=O)OCCO3	5.3%
O=C(NCCO)c1ccc(-c2cnc3cccnn23)cc1	7.0%
COc1ccc(-c2ccc3c(N)c(C(=O)Nc4cc(F)ccc4C)sc3n2)cc1	-4.5%
CC(=O)N1CCCc2cc(S(=O)(=O)N3CCCCC3)ccc21	-13.3%
COc1ccc(CCNC(c2ccc(F)cc2)c2nnc(-c3ccccc3Cl)o2)cc1OC (stereo unspecified)	1.7%
COc1ccc(-c2cnc3c(NC=O)cc(-c4ccoc4)cn23)cc1OC	-0.2%
COc1cccc(OCc2cc(=O)n3cc(C)sc3n2)c1	-3.7%
CCc1ccccc1NC(=O)C1CCCN(c2cnccn2)C1 (stereo unspecified)	1.7%
Cc1ccc(Nc2nc(N)nc(N)c2N=O)cc1C	-3.3%
CCN(CC)C(=O)c1c(-c2ccccc2)c(-c2ccccc2)nn(C)c1=O	-3.5%
COCCn1c(=O)c(-c2cc(F)cc(F)c2)nc2cnc(OCc3ccccc3)nc21	-8.1%
CCCCC(=O)N(C)c1c(C)nc2ccc(C(=O)Nc3cccc(OC)c3)cn12	-1.6%
CCc1nc2ccc(C(=O)N3CCN(C(=O)c4ccco4)CC3)cn2c1N(C)C(=O)C1CCCCC1	2.4%
CCCOc1ccc(CNC(=O)c2ccc(C)c(-n3c(C)nc4cccnc43)c2)cc1	-0.8%[15.4 µM]
Cc1cccc(OCCNc2ncccc2[N+](=O)[O-])c1	-0.4%
CCOC(=O)c1ccc(N2C(=O)c3[nH]nc(-c4ccccc4)c3C2c2ccc(C(C)C)cc2)cc1 (stereo unspecified)	-2.4%
